Screens deposited in PubChem by several laboratories.
HIF activator – HIF pathway transcriptional activators, primary screen, cell-based, U2OS HRE-luciferase, luminescence; U2OS HRE-luciferase reporter; normalized: DMSO 0%, desferrioxamine 100%; activation, % at 7.5 µM (by protocol); hit rate 0.32% among 300,000; AID 1910, 2009;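 active means mean activation of at least 10% of the iron chelator positive control signal, with at least half of replicates also reaching 10%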
MrgX1 antagonist – antagonists of human MrgX1 receptor, primary screen, HEK293 cells, Fluo-4 calcium flux. BAM8-22 antagonism; hits give low values. B-score at 10 µM. hit rate 1.3% among 310,000. AID 588676, 2011;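 active means calcium-response B-score plate-corrected more than 3 library SD below zero, starting fluorescence within 5 deviations, no agonist response on first addition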;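 further: peak minus trough fluorescence over baseline after final BAM8-22 challenge near maximal dose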
Target sequence (Q96LB2 whole entry, looked up): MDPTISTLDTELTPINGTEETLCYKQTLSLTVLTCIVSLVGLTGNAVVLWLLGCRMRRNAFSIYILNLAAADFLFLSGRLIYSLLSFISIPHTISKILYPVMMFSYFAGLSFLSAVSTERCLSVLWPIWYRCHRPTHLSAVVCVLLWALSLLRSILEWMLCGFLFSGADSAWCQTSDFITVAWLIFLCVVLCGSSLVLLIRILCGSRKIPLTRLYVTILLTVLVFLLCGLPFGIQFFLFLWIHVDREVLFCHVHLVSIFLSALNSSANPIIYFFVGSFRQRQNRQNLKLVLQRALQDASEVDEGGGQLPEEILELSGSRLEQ
TRPC4 agonist – activators of mouse TRPC4 channel, primary screen, Fluo4 calcium, HEK293 TRPC4beta/mu-opioid cells; hit rate 0.49% among 310,000; Fluo4 calcium fluorescence; hits give high values; B-score at 10 µM;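 active means B-score above 5 SD of library B-scores, and initial fluorescence ratio not above library mean plus 5 SD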;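 further: positive B-score marks a calcium rise read as TRPC4 activation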
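system = HEK293 cells stably co-expressing mouse TRPC4beta and mu-opioid receptor | schedule = Fluo4 dye loading 45 min at room temperature, 110 s recording | measure = B-scored integrated calcium fluorescence ratio | signal = Fluo4 calcium-sensitive dye fluorescence, kinetic, 1 Hz baseline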
TRPC6 activator – mouse TRPC6 channel activators, primary screen, cell-based, HEK293, membrane potential dye; AID 2550, 2010; HEK293-TRPC6 membrane potential dye fluorescence; hits give high values; Short transient receptor potential channel 6 (Mus musculus), Q61143; hit rate 0.13% among 310,000; B-score at 10 µM;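 active means B-score of the integrated fluorescence ratio above library mean plus 3 SD, and starting fluorescence ratio within library mean plus 5 SD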;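 further: higher score means more depolarization so channel activation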
TRPC4 PAM – positive allosteric modulators of TRPC4, primary screen, cell-based, mouse TRPC4beta, HEK293 mu-opioid, Fluo-4 calcium | Short transient receptor potential channel 4 (Mus musculus), Q9QUQ5 | DAMGO EC20, Fluo-4 Ca2+ flux; hits give high values | B-score at 10 µM | hit rate 0.42% among 310,000 | AID 2227, 2009;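 active means B-score of calcium response area above 5 SD of library B-scores, with initial fluorescence ratio within 5 SD of library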;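 further: B-score of integrated fluorescence ratio over time as area under calcium response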
aSyn 5UTR inh – MLPCN primary screen, SNCA 5' untranslated region; inhibition, % (tested at 7.5 µM); hit rate 0.82% among 300,000; alpha-synuclein 5'UTR reporter, inhibitor activity; in the data active means inhibition above about 60%;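 further: H4 neuroglioblastoma cells stably carrying SNCA 5'UTR luciferase fusion; 0% = DMSO wells and 100% = positive control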
TRPC6 inhibitor – mouse TRPC6 channel inhibitors, primary screen, cell-based, HEK293, membrane potential dye; Short transient receptor potential channel 6 (Mus musculus), Q61143; ACh-evoked depolarization; hits give low values; B-score at 10 µM; hit rate 1.1% among 310,000; AID 2553, 2010;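 active means B-score under library mean minus 3 SD, initial fluorescence not abnormally high, positive integrated signal ratio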;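 further: B-score derived from integrated fluorescence ratio over the kinetic read; more negative B-score means stronger inhibition of depolarization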
SKKanGAS inh – S. pyogenes SKKanGAS growth inhibitors in kanamycin, primary screen, streptokinase expression inhibitor project, SKKanGAS strain, BacTiter-Glo luminescence; hit rate 1.3% among 300,000; AID 1662, 2009; 6 h; inhibition, % at 7.5 µM;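 active means mean replicate score, as percent of positive control median, at least 50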;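 further: strain carries kanamycin resistance gene driven by streptokinase promoter and grows in 40 µg/ml kanamycin; loss of luminescence reflects streptokinase promoter inhibition or plain growth inhibition; 0% = median of DMSO wells and 100% = positive control at its reference dose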
TRPC4 block – inhibitors of mouse TRPC4 channel, primary screen, Fluo4 calcium, HEK293 TRPC4beta/mu-opioid cells | Short transient receptor potential channel 4 (Mus musculus), Q9QUQ5 | DAMGO-evoked Fluo4 calcium flux; hits give low values | B-score at 10 µM | hit rate 0.39% among 300,000 | AID 2247, 2010;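 active means B-score over 3 SD under the library average, no early fluorescence shift, positive overall ratio signal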
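Assay system – HEK293 line stably carrying TRPC4beta and mu-opioid receptor · Doses – single dose · Detection – Fluo4 calcium-dye fluorescence, kinetic read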
KLF5 inh – KLF5 expression inhibitors, primary screen, DLD-1 cells, luminescence. DLD-1 KLF5 promoter-luciferase reporter. inhibition, % at 5 µM. hit rate 0.23% among 290,000. AID 1700, 2009;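 active means inhibition above a per-plate limit of that plate's mean compound inhibition plus 3 SD, cut at about 60% in these data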;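 further: 0% = DMSO wells and 100% = LY294002 at 200 µM; higher means less KLF5 promoter-driven luciferase light; inactives centre near -14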
IEC-6 tox – cytotoxicity in IEC-6 intestinal epithelial cells, primary screen, cytotoxicity control for KLF5 inhibitor project, cell-based, luminescence. IEC-6 cytotoxicity, luminescence viability. inhibition, % at 5 µM. hit rate 0.78% among 290,000; in the data active means inhibition above about 22%;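 further: 0% = plate median of test compound wells and 100% = cytotoxic reference compound wells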
* marks the source's active call; other numbers are inactive results; i = inactive; nt = not tested or not shown.

SMILES	HIF activator	MrgX1 antagonist	TRPC4 agonist	TRPC6 activator	TRPC4 PAM	aSyn 5UTR inh	TRPC6 inhibitor	SKKanGAS inh	TRPC4 block	KLF5 inh	IEC-6 tox
CCOc1ccc(CNC(=O)c2ccccc2NC(=O)C2=CSCCO2)cc1	-0.7	i	i	i	i	32.4	i	-1.3	i	-12.2	4.0
COc1ccc(C2N=C(c3ccccc3)NC(c3ccccc3)=N2)cc1	0.0	i	i	i	i	12.9	i	0.3	i	-19.0	-5.0
Cc1cc(C)c2cc(CN(Cc3cccnc3)C(=O)c3ccc(F)cc3)c(Cl)nc2c1	-0.1	i	i	i	i	9.8	i	1.0	i	18.2	1.8
O=C(Nc1ccc(Cl)cc1Cl)c1cccc(N2C(=O)C=CC2=O)c1	0.3	i	i	i	i	6.7	i	5.4	i	nt	nt
COc1ccc(NC(=S)NNS(=O)(=O)c2ccc3ccccc3c2)c(OC)c1	-0.3	i	i	i	i	2.1	i	-11.3	i	-3.1	5.1
CCN(CC)CC(=O)N1CCCC(N2CCN(c3cccc(C(F)(F)F)c3)CC2)C1 (stereo unspecified)	-21.3	i	i	i	i	1.1	i	-2.1	i	-1.6	-4.2
CN(CC(=O)NCc1ccc(F)cc1)S(=O)(=O)c1ccc2c(c1)c(=O)n(C)c(=O)n2C	-0.6	i	i	i	i	-22.5	i	-4.1	i	-2.3	1.0
Clc1ccc(-c2nnn(Cc3nc4ccccc4s3)n2)cc1	2.6	i	i	i	i	-138.5	i	0.8	i	-35.2	-1.3
Cc1ccc(N=CC=C2OC(C)(C)C(C)(C)O2)cc1	nt	i	i	i	i	-55.0	i	3.0	i	-2.0	-3.7
COc1ccc(Nc2nc(NCc3ccco3)nc(N/N=C/c3ccccc3)n2)cc1	0.4	i	i	i	i	-9.3	i	35.4	i	-10.0	-2.9
COCCN(CCOC)C(=O)CC(=O)N(CCOC)CCOC	-0.5	i	i	i	i	-11.6	i	3.6	i	-46.0	-5.9
CC(=O)NC(CC(=O)NNC(=O)c1cccs1)c1ccccc1 (stereo unspecified)	-0.3	i	i	i	i	-13.6	i	1.0	i	nt	nt
COCC(=O)Oc1c(S(=O)(=O)c2ccc(C)cc2)c(C)nn1C(C)(C)C	0.7	i	i	i	i	-16.7	i	-3.6	i	0.7	-3.4
CN(C)c1nc(C#N)nc(N(C)C)n1	-0.7	i	i	i	i	11.7	i	1.2	i	-4.5	0.7
CC(Nc1nc(-c2cccnc2)nc2ccccc12)c1ccc(F)cc1 (stereo unspecified)	0.2	i	i	i	i	7.8	i	9.0	i	-10.1	2.0
COc1ccc(OC)c(Cc2nnc(CCC(=O)N3CCCCC3)o2)c1	2.9	i	i	i	i	-32.1	i	3.2	i	-31.9	-3.0
COc1cccc(-c2cc(N)nn2C(=O)Nc2ccc(Cl)cc2)c1	1.9	i	i	i	i	-27.6	i	0.4	i	-44.5	3.4
COc1ccc2c(CC(=O)Nc3ccc(OC)c(S(=O)(=O)N4CCOCC4)c3)coc2c1	0.2	i	i	i	i	-0.9	i	3.8	i	-17.8	-0.2
CCOC(=O)N1CCN(C(=O)c2cn(CC)c3ccc(S(=O)(=O)N4CC(C)CC(C)C4)cc3c2=O)CC1 (stereo unspecified)	-1.1	i	i	i	i	9.7	i	0.8	i	-1.5	3.4
CCOC(=O)C1CCCN(C(=O)Cc2ccc(OC)c(OC)c2)C1 (stereo unspecified)	0.0	-4.84*	i	i	i	0.1	i	-0.8	i	16.5	4.6
CCCN1CCc2c(sc3nc(SC)n(-c4ccccc4)c(=O)c23)C1	0.6	i	i	i	i	-6.2	i	17.6	i	-23.7	-1.7
CCc1nc(SCC(=O)N2CCCC2)c2ccccc2n1	-0.6	i	i	i	i	-20.1	i	4.0	i	-17.4	5.8
COc1ccc(-c2ccnc3nc(/N=C/N(C)C)nn23)cc1	-0.2	i	i	i	i	4.2	i	-6.0	i	-17.7	3.5
COc1ccc(NC(=O)Cn2c(-c3ccccc3)cc(C(C)=O)c2C)c(OC)c1	-0.3	i	i	i	i	3.2	i	6.6	i	-4.2	-3.9
Cc1cc(C)n(CC(O)COc2ccc(F)cc2)n1 (stereo unspecified)	-0.9	i	i	i	i	-3.8	i	-4.6	i	-7.0	-7.9
CCOC(=O)c1cc2ccccc2n1CC(=O)c1ccccc1	-0.1	i	i	i	i	18.8	i	-1.7	i	0.8	4.2
COc1ccc(-c2cc(=O)oc3cc(OCC(=O)NCCN4CCOCC4)ccc23)cc1	0.2	i	i	i	i	-2.2	i	2.0	i	-28.2	-6.5
CC1(C)N=C(c2ccc(Cl)cc2)C(=O)N1	-0.3	i	i	i	i	0.3	i	4.4	i	-16.9	-1.3
CC(=O)N(C)C1=C(O)c2ccccc2C(=O)C1=O	-0.2	i	i	i	i	-9.2	i	0.1	i	-14.2	-4.3
COc1ccc(N2CCN(C3CC(=O)N(C)C3=O)CC2)cc1 (stereo unspecified)	-16.8	i	i	i	i	10.7	i	-3.4	i	-11.6	10.4
CCC(C)NC(=O)c1ccc(NS(=O)(=O)c2ccc3[nH]c(=O)[nH]c3c2)cc1 (stereo unspecified)	-0.4	i	i	i	i	-7.7	i	0.2	i	-6.8	2.2
Cc1cccc(-c2nc3c(c(SCC(=O)N4CCOCC4)n2)COC(C)(C)C3)c1	-0.3	i	i	i	i	-1.0	i	-3.3	i	-15.7	-5.3
Cc1c(NC(=O)C(C)OC(=O)c2c3c(nc4ccccc24)CCC3)c(=O)n(-c2ccccc2)n1C (stereo unspecified)	-0.3	i	i	i	i	16.6	i	-2.7	i	25.5	-6.4
O=C(O)c1ccc2c(c1)C(=O)N(c1cccc3ccccc13)C2=O	-8.6	i	i	i	i	8.2	i	1.3	i	-22.2	-0.8
CCc1ccc2[nH]c(=O)c(CN(CCCN3CCOCC3)C(=O)Nc3ccc(F)cc3)cc2c1	-0.1	i	i	i	i	-23.4	i	2.9	i	-19.7	6.6
Clc1cccc2sc(N3CCOCC3)nc12	1.0	i	i	i	i	-63.5	i	-13.1	i	-5.0	10.5
COc1ccc(CN2CCNC(=O)C2CC(=O)N(C)CC2CCOCC2)c(F)c1 (stereo unspecified)	-6.0	i	i	i	i	-0.4	i	-10.4	i	-12.9	-6.4
CN(C)S(=O)(=O)c1cccc(C(=O)OCC(=O)NCc2ccccc2)c1	-0.1	i	i	i	i	11.3	i	-3.4	i	-10.8	-1.5
O=C(Nc1ccc(S(=O)(=O)Nc2nccs2)cc1)c1cccc(F)c1	-0.3	i	i	i	i	3.2	i	-1.4	i	-2.0	8.7
Cc1ccc2cc(C)c(SCC(=O)Nc3ccc(S(=O)(=O)N4CCCC4)cc3)nc2c1	-0.5	i	i	i	i	10.9	i	11.6	i	-15.0	-8.4
CCO[C@@H]1OC(C(=O)NC2CC2)=C[C@H](c2ccc(Br)cc2)[C@H]1CCCO	0.3	i	i	i	i	23.5	i	1.1	i	nt	nt
COc1ccccc1CNc1nc2ccccc2n1CCN1CCCCC1	0.0	i	i	i	i	4.4	i	0.6	i	-14.3	-2.0
CCOC(=O)c1c(C)[nH]c(C(=O)OC(C)C(=O)NCc2ccccc2)c1C (stereo unspecified)	-14.4	i	i	i	i	-1.1	i	-3.1	i	nt	nt
Cc1ccc(C(NC(=O)c2ccccc2)C(Cl)Cl)cc1 (stereo unspecified)	1.1	i	i	i	i	-8.3	i	5.1	i	-24.9	-4.6
O=C(CSc1nc2ccccc2[nH]1)NCc1ccco1	-0.1	i	i	i	i	-34.4	i	-15.5	i	-45.1	-4.6
Cc1ccc(/C=N/NC(=O)c2nnn(-c3nonc3N)c2CSc2ccc(Cl)cc2)o1	-0.8	i	i	i	i	-5.9	i	7.0	i	-14.5	0.5
CCCNC(=O)C(NS(=O)(=O)c1cccc2nsnc12)c1ccccc1 (stereo unspecified)	0.0	-6.9*	i	i	i	-0.2	i	1.6	i	-15.1	-3.1
CC(=O)Nc1ccc(NC(=O)C(C)OC(=O)/C=C/c2ccc3c(c2)OCO3)cc1 (stereo unspecified)	-0.1	i	i	i	i	-18.9	i	-9.5	i	nt	nt
Cc1cc(S(=O)(=O)NCc2ccccc2)ccc1OCC(=O)N1CCOCC1	-0.1	i	i	i	i	-7.4	i	2.7	i	-0.8	-2.1
O=C(NC1=NCCS1)c1cc(-c2ccc(F)cc2)nc2ccccc12	0.9	i	i	i	i	-15.1	i	1.0	i	-25.0	1.4

Two records picked at random from the list so far:
SMILES	HIF activator	MrgX1 antagonist	TRPC4 agonist	TRPC6 activator	TRPC4 PAM	aSyn 5UTR inh	TRPC6 inhibitor	SKKanGAS inh	TRPC4 block	KLF5 inh	IEC-6 tox
CCO[C@@H]1OC(C(=O)NC2CC2)=C[C@H](c2ccc(Br)cc2)[C@H]1CCCO	0.3	i	i	i	i	23.5	i	1.1	i	nt	nt
CCOC(=O)c1c(C)[nH]c(C(=O)OC(C)C(=O)NCc2ccccc2)c1C (stereo unspecified)	-14.4	i	i	i	i	-1.1	i	-3.1	i	nt	nt

Later entries:
SMILES	HIF activator	MrgX1 antagonist	TRPC4 agonist	TRPC6 activator	TRPC4 PAM	aSyn 5UTR inh	TRPC6 inhibitor	SKKanGAS inh	TRPC4 block	KLF5 inh	IEC-6 tox
O=C1[C@@H]2CSCN2C(=O)CN1Cc1c(F)cccc1Cl	-0.7	i	i	i	i	15.5	i	-2.0	i	4.7	0.0
COc1ccc(-c2csc(N(CC3CCCO3)C(=O)c3ccccc3)n2)cc1 (stereo unspecified)	-0.3	i	i	i	i	4.1	i	-9.3	i	-29.2	-2.1
CCOc1ccccc1Nc1nnc(SCc2nnc(-c3cc(OC)c(OC)c(OC)c3)o2)s1	0.0	-6.19*	i	i	21*	12.1	i	32.4	i	1.2	3.2
COc1cc(C(=O)NCC2(N3CCCCC3)CCCCC2)ccc1OCC(=O)N1CCOCC1	-0.3	i	i	i	i	-14.7	i	-6.8	i	-31.9	3.9
CC(C)CC(NC=C1C(=O)OC(C)(C)OC1=O)C(=O)O (stereo unspecified)	0.2	i	i	i	i	-7.8	i	-2.2	i	-27.1	-4.6
CC1CCN(C(=O)c2ccccc2NC(=O)c2cccc(S(=O)(=O)N(C)C)c2)CC1	0.0	i	i	i	i	-0.1	i	-1.5	i	-7.3	3.6

Hits appear at their usual frequency; overall some 5.8% were active at least once.
